Sm TGR block: qHTS Assay for the Inhibitors of Schistosoma Mansoni Peroxiredoxins | Schistosoma mansoni thioredoxin glutathione reductase (TGR), Q962Y6 | 360,000 compounds, 3% hits | purified TGR, DTNB reduction, TNB absorbance 405 nm | Potency, µM (doses to about 114 µM), inactives show top-dose activity change, negative = inhibition, actives largely listed as inhibitors; note: potency is the fitted concentration of half-maximal effect; nearly all actives have a fitted effect of over 60% in size
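TGR 20 nM + NADPH 100 uM (dispensed conc.), cpd preinc 15 min RT; start with NADPH (500 uM addition) then DTNB (15 mM addition). Kinetic TNB absorbance, 405 nm filter. Four-parameter Hill fit across titration.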
HCMV inh: qHTS Assay for inhibitors of the human cytomegalovirus (HCMV); activity change, negative = inhibition, % at 57.5 µM; HFF cells, HCMV-luciferase reporter, 72 h; active compounds read low; 410,000 compounds, 4.5% hits; AID 1259415, 2018; in the data active = activity change below about -60%; inconclusive = no clear call, values can overlap the other calls; inactive = above about -39%
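After 16 h attachment at 37C, HFF cells received test compound and HCMV-luciferase (1 PFU/cell); reporter luminescence read 72 h later, data normalized against buffer-only and known inhibitor Salinomycin.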
AmpC no deterg: qHTS Inhibitors of AmpC Beta-Lactamase (assay without detergent) | 330,000 compounds, 0.52% hits | Potency, µM (highest dose often 57.1 µM), without a hit: at the top dose activity change, negative = inhibition, usual class: inhibitors | P00811 | AID 485341, 2010 | AmpC nitrocefin hydrolysis, absorbance 480 nm, 0.0001% Triton;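 note: potency is the fitted concentration of half-maximal effect; plate controls were no compound for no effect and no enzyme for full effect; nearly all actives have a fitted effect of over 20% in size; some results filed as inactive show a strong effect at the top dose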
Target sequence (P00811 whole entry, looked up): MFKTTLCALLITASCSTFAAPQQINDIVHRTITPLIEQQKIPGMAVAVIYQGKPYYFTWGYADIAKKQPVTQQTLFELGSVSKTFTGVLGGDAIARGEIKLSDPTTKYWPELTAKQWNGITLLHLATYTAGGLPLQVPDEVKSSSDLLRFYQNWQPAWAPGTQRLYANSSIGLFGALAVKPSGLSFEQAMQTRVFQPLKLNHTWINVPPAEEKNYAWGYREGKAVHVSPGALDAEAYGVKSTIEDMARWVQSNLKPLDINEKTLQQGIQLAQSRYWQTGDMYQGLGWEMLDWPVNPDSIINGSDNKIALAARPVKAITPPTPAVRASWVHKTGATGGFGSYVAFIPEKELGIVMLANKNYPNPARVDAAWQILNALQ
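20 mM phosphate pH 7.0 + 0.01% (detergent screen) or 0.0001% Triton X-100; 5.3 nM AmpC reagent; cpd preinc 15 min RT; nitrocefin (800 uM stock) to start; A480 q20 s × 4 min; Activity was normalised to no-enzyme and no-compound control wells.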
FBPA Giardia inh: qHTS Assay for Inhibitors of Fructose-1,6-bisphosphate Aldolase from Giardia Lamblia | purified Giardia FBPA | Potency, µM (titrated, usually from 59.6 µM), inactives show at the top dose activity, negative = inhibition, hits mostly inhibitors | 290,000 compounds, 0.71% hits | A8B2U2 | AID 2451, 2010; note: potency is the fitted concentration of half-maximal effect; nearly all actives have a fitted effect of over 55% in size
Target sequence (A8B2U2 whole entry, looked up): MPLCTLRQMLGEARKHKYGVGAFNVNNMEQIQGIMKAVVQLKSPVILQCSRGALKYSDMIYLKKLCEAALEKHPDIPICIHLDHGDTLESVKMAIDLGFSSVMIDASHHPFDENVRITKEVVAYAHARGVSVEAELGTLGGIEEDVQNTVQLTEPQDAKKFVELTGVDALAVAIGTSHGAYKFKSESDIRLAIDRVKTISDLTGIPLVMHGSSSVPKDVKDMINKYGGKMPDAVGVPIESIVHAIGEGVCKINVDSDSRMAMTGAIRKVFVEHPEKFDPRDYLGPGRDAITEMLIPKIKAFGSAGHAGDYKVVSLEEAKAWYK
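40 nM FBPA preincubated 10 min at RT with compound (up to 57.5 uM final), then substrate plus GAPDH/TPI/NAD/arsenate coupling and diaphorase/resazurin added. Fluorescence read after 20 min at RT, 525/598 nm.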
AmpC detergent: qHTS Inhibitors of AmpC Beta-Lactamase (assay with detergent). P00811. AmpC hydrolysis of nitrocefin, absorbance 480 nm, 0.01% Triton. 370,000 compounds, 0.041% hits. Potency, µM (series often up to 114 µM), without a hit: top-dose activity change, negative = inhibition, hits mostly inhibitors;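 note: potency is the fitted concentration of half-maximal effect; 0% = no-compound wells and -100% = no-enzyme wells; nearly all actives have a fitted effect of over 25% in size; some results filed as inactive show a strong effect at the top dose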
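20 mM phosphate pH 7.0 + 0.01% (detergent screen) or 0.0001% Triton X-100; 5.3 nM AmpC reagent; cpd preinc 15 min RT; nitrocefin (800 uM stock) to start; A480 q20 s × 4 min; Activity was normalised to no-enzyme and no-compound control wells.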
HCV inh: qHTS Assay for Inhibitors of Hepatitis C Virus (HCV). Huh7.5.1 HCVcc-Cre infection, luciferase reporter, 44 h. Potency, µM (titrated, usually from 41.8 µM), for the others: at the highest dose activity change, negative = inhibition, usual class: inhibitors. 340,000 compounds, 3.4% hits. AID 651820, 2012; note: potency is the fitted concentration of half-maximal effect
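Infectious HCVcc-Cre (~0.5 moi) was added to cells just after compound, with cells seeded 4 h earlier at 1,000 per well. Luciferase activity after 44 h culture reported infection; substrate was incubated 15 min at room temperature before reading.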
The depositor's hits bear a star; ? = inconclusive; / = not tested or not shown; [ ] = dose if it differs, or a comment. Unless noted, calls come from the whole dose curve; as a rule, active = well fitted curve in the direction sought with a large enough effect; inconclusive = small, poorly fitted or top-dose-only effect, or another doubt; inactive = no such curve, though single readings can be large; an effect the other way counts as inactive or inconclusive. Unless noted, % is set by controls: 0 for no effect and ±100 for the full control effect.

1: COc1ccccc1N1CCN(C(=O)Cn2ncc3c2-c2cc(C)ccc2OC3)CC1
2: CC(=O)Nc1ccc(S(=O)(=O)N(Cc2cccnc2)Cc2cc3ccccc3[nH]c2=O)cc1
3: O=C(O)c1ccc(-n2nnnc2Oc2cccc3cccnc23)cc1
4: Cc1ccc(NC(=O)c2nnn(-c3cc(C)cc(C)c3)c2N)cc1
5: COc1cc2oc(=O)c(CC(=O)NCc3ccc(OC)c(OC)c3)c(C)c2cc1Cl
6: COc1ccc([N+](=O)[O-])cc1NC(=O)c1cn(-c2ccc(C)c(C)c2)c(=O)c2ccccc12
7: COc1ccccc1C(=O)OCCNC(=O)Cn1cnc2c1c(=O)n(C)c(=O)n2C
8: Cc1ccc(C(=O)NCC(=O)NCC(c2cccs2)N2CCOCC2)cc1 (stereo not drawn)
9: Cc1ccc(N2CCN(CCc3nc4cc(NS(C)(=O)=O)ccc4n3C)CC2)cc1
10: Cc1ccc(CNC(=O)CN(C(=O)C2(C)CC(=O)N=C3C=CC=CN32)c2ccccc2)cc1 (stereo not drawn)

compound no.,1,2,3,4,5,6,7,8,9,10
AmpC no deterg,/,55%,-46%,-10%,/,-23%,-20%,-5%,29%,-3%
HCV inh,/,7%,9%,?,/,31%[activator],18%,-3%,?,13%
HCMV inh,-39,13,26,46,19,-30,10,8,?,-10
AmpC detergent,7%,5%,0%,-14%,11%,-7%,-4%,3%,-12%,?
FBPA Giardia inh,/,6%,20%,-3%,/,0%,0%,/,3%,-5%
Sm TGR block,2%,-3%,-1%,6%,1%,-8%,-14%,-7%,-8%,-1%

Reprinted from the part before: four compounds, then new ones.
7: COc1ccccc1C(=O)OCCNC(=O)Cn1cnc2c1c(=O)n(C)c(=O)n2C
8: Cc1ccc(C(=O)NCC(=O)NCC(c2cccs2)N2CCOCC2)cc1 (stereo not drawn)
9: Cc1ccc(N2CCN(CCc3nc4cc(NS(C)(=O)=O)ccc4n3C)CC2)cc1
10: Cc1ccc(CNC(=O)CN(C(=O)C2(C)CC(=O)N=C3C=CC=CN32)c2ccccc2)cc1 (stereo not drawn)
11: CC(OC(=O)c1cc(=O)[nH]c2ccccc12)C(=O)c1ccccc1 (stereo not drawn)
12: CCCn1c(SC(C(=O)Nc2cc(C)ccc2OC)c2ccccc2)nc2ccccc2c1=O (stereo not drawn)
13: CCOc1c(S(=O)(=O)NC2CC(C)(C)NC(C)(C)C2)ccc(Cl)c1Cl
14: Cc1cc(C)c(NC(=O)c2cc(C(=O)O)ccc2C(=O)O)c([N+](=O)[O-])c1
15: CCOc1cc(S(=O)(=O)NCC2CCCO2)ccc1F (stereo not drawn)
16: COc1ccc(OC)c(NC(=O)CS(=O)(=O)c2cn(CC(=O)N3CCOCC3)c3ccccc23)c1
17: O=S(=O)(c1ccc(F)cc1)N1CCN(C(=S)NCCc2ccccc2)CC1
18: COC(=O)C1CCN(C(=O)CSc2nc3nc(C)cc(C)n3n2)CC1
19: CCOC(=O)c1ccc(NC(=O)C23CCC(C)(C(=O)O2)C3(C)C)cc1 (stereo not drawn)
20: COCC(=O)NC1CC2CCC(C1)N2C(=S)Nc1ccccc1C(=O)OC (stereo not drawn)

compound no.,7,8,9,10,11,12,13,14,15,16,17,18,19,20
AmpC no deterg,-20%,-5%,29%,-3%,-15%,-13%,24%,-19%,-22%,142%[activator],-18%,-6%,7%,27%
HCV inh,18%,-3%,?,13%,4%,8%,?,2%,14%,5%,5%,7%,-2%,3%
HCMV inh,10,8,?,-10,3,-22,-34,-30,-9,-5,-20,-11,40,-83*
AmpC detergent,-4%,3%,-12%,?,0%,-4%,?,1%,-1%,-2%,3%,-12%,?,0%
FBPA Giardia inh,0%,/,3%,-5%,3%,2%,1%,-4%,-2%,/,/,/,0%,24%
Sm TGR block,-14%,-7%,-8%,-1%,6%,2%,15%,7%,2%,?,4%,4%,6%,-3%

21: COc1ccc(NC2CCCN(C(=O)CN3CCOC3=O)C2)cc1OC (stereo not drawn)
22: CCOC(=O)CC1=CC(=O)Nc2ccccc2N1
23: COc1ccc(CCNC2CC(=O)N(C)C2=O)cc1OC (stereo not drawn)
24: CC(=O)OCC(=O)NCc1ccc2c(c1)OCO2
25: CCOC(=O)c1[nH]c2ccccc2c1NC(=O)c1ccccc1OCC
26: COc1ccc(C(=O)c2c[nH]c(C(=O)NCCCn3ccnc3)c2)cc1
27: CCOc1ccc(NC2=NCC(=O)N2Cc2cccs2)cc1
28: CC(Cc1ccccc1Sc1ccc(O)cc1)N(C)C (stereo not drawn)
29: COc1ccc(N(CC(=O)NC2CCCCC2)C(=O)CCC(=O)Nc2nc(C)cs2)cc1OC
30: N#Cc1c(SCC(=O)Nc2cccc(C(F)(F)F)c2)sc2c(O)cc(=O)[nH]c12

compound no.,21,22,23,24,25,26,27,28,29,30
AmpC no deterg,-13%,-15%,-12%,-5%,/,-43%,12%,-47%,13%,22µM*
HCV inh,9%,-1%,24%,7%,/,-3%,1%,?,-3%,?
HCMV inh,-33,-28,-7,24,-36,-15,14,/,106,18
AmpC detergent,-2%,?,1%,-3%,8%,?,?,-10%,0%,?
FBPA Giardia inh,/,1%,-3%,8%,/,1%,/,-5%,9%,-14%
Sm TGR block,-19%,0%,0%,-10%,7%,-5%,3%,0%,-2%,32µM*

Given in markdown: 5 of the compounds above.
| item | Compound | AmpC no deterg | HCV inh | HCMV inh | AmpC detergent | FBPA Giardia inh | Sm TGR block |
| --- | --- | --- | --- | --- | --- | --- | --- |
| 25 | CCOC(=O)c1[nH]c2ccccc2c1NC(=O)c1ccccc1OCC | / | / | -36 | 8% | / | 7% |
| 29 | COc1ccc(N(CC(=O)NC2CCCCC2)C(=O)CCC(=O)Nc2nc(C)cs2)cc1OC | 13% | -3% | 106 | 0% | 9% | -2% |
| 28 | CC(Cc1ccccc1Sc1ccc(O)cc1)N(C)C (stereo not drawn) | -47% | ? | / | -10% | -5% | 0% |
| 27 | CCOc1ccc(NC2=NCC(=O)N2Cc2cccs2)cc1 | 12% | 1% | 14 | ? | / | 3% |
| 22 | CCOC(=O)CC1=CC(=O)Nc2ccccc2N1 | -15% | -1% | -28 | ? | 1% | 0% |

Later entries:
31: C=CCNc1nc(N)c([N+](=O)[O-])c(NC2CCCCC2)n1
32: CCCCn1c(=O)c(C=Nc2cccnc2Cl)c(O)n(CCCCl)c1=O
33: COc1ccccc1Cn1c(=S)[nH]c2cc(C(=O)NCCN3CCOCC3)ccc2c1=O
34: COc1ccccc1CNC(=O)c1ccc2c(c1)N(Cc1cccc(Cl)c1)C(=O)c1ccccc1S2(=O)=O
35: CCOc1ccccc1NC1=C(Cl)C(=O)N(c2ccc(OC)cc2)C1=O
36: CCOC(=O)N1CCN(C(=O)c2cccc(OC)c2O)CC1
37: COc1ccc(-c2nnc3ccc(SCC(=O)NCc4ccco4)nn23)cc1
38: CCCOc1ccc(C(=O)N(Cc2ccc(Cl)cc2)Cc2ccco2)cc1
39: Cc1ccc(-c2c(C#N)c(N)nc3c2CCCCC3)cc1
40: COc1cc2c(cc1NC(=O)CSc1nc3ccccc3[nH]1)oc1ccccc12

compound no.,31,32,33,34,35,36,37,38,39,40
AmpC no deterg,-8%,-5%,191%[activator],/,-29%,2%,-5%,/,-18%,7.9µM*
HCV inh,-17%,-8%,?,/,9%,3%,-11%,/,2%,8.9µM*
HCMV inh,-9,-32,-17,-25,7,22,52,-21,-8,?
AmpC detergent,-1%,-3%,8%,-7%,-5%,?,-11%,4%,?,-1%
FBPA Giardia inh,4%,-14%,1%,/,1%,?,5%,/,4%,/
Sm TGR block,31%,-6%,1%,14%,-27%,1%,40µM*,-3%,-18%,0%

41: Cc1c(Cc2ccccc2)c(=O)oc2cc(OC(C)C(=O)NCC3CCC(C(=O)O)CC3)c(Cl)cc12 (stereo not drawn)
42: Cc1cccc(OCC(=O)NCC(=O)N/N=C/c2ccc(N(C)C)cc2)c1
43: COc1ccc(-n2cc(-c3ccccc3)c3c(NCCOCCO)ncnc32)cc1
44: O=C(NNC(=O)c1ccccc1-c1ccccc1C(=O)O)c1cccc([N+](=O)[O-])c1
45: CCN(CC(=O)Nc1c(F)cccc1F)C(=O)c1cc([N+](=O)[O-])ccc1N1CCOCC1
46: CN(C)c1ccc(C(CNS(=O)(=O)c2ccc(F)cc2)N2CCCC2)cc1 (stereo not drawn)
47: O=CN1CCN(C(=O)CC(c2ccccc2)c2cc(Br)ccc2O)CC1 (stereo not drawn)
48: CC(C)OC(=O)CSc1nc(N)c(C#N)c(-c2cccs2)c1C#N
49: Cc1ccc2nc(NC(=O)CN(C)S(=O)(=O)c3ccc(Br)s3)sc2c1
50: CCOc1ccc(NC(=O)Cn2c(=O)n(CC3CCC(C(=O)NCCc4ccccc4)CC3)c(=O)c3ccccc32)cc1 (stereo not drawn)
51: C=COCCNC(=S)N1CCOCCOCCN(C(=S)NCCOC=C)CCOCC1
52: Cc1cccnc1NC(=O)c1ccccc1NC(=O)C(C)(C)C
53: Cc1ccnc(NC(=O)COC(=O)c2ccc(F)cc2F)n1

compound no.,41,42,43,44,45,46,47,48,49,50,51,52,53
AmpC no deterg,-14%,37%,194%[activator],-21%,?,/,38%,-26%,-26%,/,96%[activator],-11%,-13%
HCV inh,?,14%,-20%,0%,-12%,/,8%,?,?,/,15%,15%,4%
HCMV inh,2,-28,0,13,-38,-7,41,?,-29,17,9,-18,-18
AmpC detergent,-10%,6%,?,?,?,14%,-9%,?,-1%,-3%,0%,-12%,8%
FBPA Giardia inh,-9%,/,3%,4%,/,/,6%,-14%,-3%,/,-3%,-5%,-9%
Sm TGR block,-1%,-2%,-4%,2%,-4%,27%,-10%,0%,5%,-6%,-1%,3%,-18%

Screening results from PubChem.
